Bioassay records from PubChem.
RAD52 inh: inhibitors of human RAD52 DNA annealing; recombinant RAD52 DNA annealing, FRET fluorescence; AID 651710; P43351; 360,000 compounds, 0.46% hits; inhibition, % at 18.7 µM;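 active means every replicate showing at least 50% inhibition; inconclusive means mean inhibition at least 50% but not in every replicate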
Target sequence (P43351 whole entry, looked up): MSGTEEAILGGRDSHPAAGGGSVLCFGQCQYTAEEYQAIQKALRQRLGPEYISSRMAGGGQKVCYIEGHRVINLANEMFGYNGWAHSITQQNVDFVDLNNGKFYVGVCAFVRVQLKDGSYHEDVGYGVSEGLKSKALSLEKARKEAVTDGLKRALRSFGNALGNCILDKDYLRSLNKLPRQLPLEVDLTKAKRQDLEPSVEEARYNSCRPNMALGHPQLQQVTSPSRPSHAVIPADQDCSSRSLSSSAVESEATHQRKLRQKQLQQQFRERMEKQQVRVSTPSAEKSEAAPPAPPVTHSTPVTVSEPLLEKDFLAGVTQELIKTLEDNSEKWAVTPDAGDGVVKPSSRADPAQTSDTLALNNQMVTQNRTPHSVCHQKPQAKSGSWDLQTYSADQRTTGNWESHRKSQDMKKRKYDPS
GSIS activator: GLuc luminescence reporter in INS-1E cells, primary screen for activators of glucose-dependent secretion of insulin | INS-1E GLuc reporter insulin secretion, 2-3 h | activation, % at 16.6 µM | 370,000 compounds, 0.61% hits | AID 743287;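 active means lowest replicate activation of at least 40%, so every replicate reaches that level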;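 further: 0% = median of neutral control wells and 100% = median of IBMX positive control wells; some compounds called inactive have numbers as strong as hits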
F508del corr: CFTR F508del correction in bronchial cells; CFBE cells, YFP halide quenching; stimulated with forskolin plus potentiator P3; % fluorescence drop versus neutral controls; activity (quench increase), % at 7.58 µM; 350,000 compounds, 0.36% hits; AID 720511;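 active means mean added fluorescence quench of at least 8% versus neutral control, with both replicates also reaching 8%; inconclusive means only one of the mean or replicate conditions met; inactive means mean below 8% and not both replicates reaching 8%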;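 further: cells transiently co-express mutant CFTR-F508del with the halide-sensitive YFP; corrector assay measuring rescue of mutant channel to the surface after 24 h compound exposure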
XiGFP reactiv: X-chromosome reactivation activator; XiGFP mouse fibroblasts, % GFP-positive cells imaging, 3 d; cells co-treated with 5-aza-dC sensitizer; scaled so ellipticine positive control = 100%; AID 743238; 360,000 compounds, 0.055% hits; activation, % at 7.58 µM;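 active means mean normalized replicate activation at least 10% and every replicate at or above 10%; inconclusive means only one of the two criteria met; inactive means mean below 10% and not all replicates reach 10%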;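 further: 0% = median of on-plate neutral control wells and 100% = ellipticine 6 µM median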
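System: SV40-immortalized XiGFP fibroblast cells, line 68-5-11 / Incubation: 3-day compound exposure, then 15 min fixation at room temperature / Compound: single concentration per compound, delivered by pin transfer / Buffer or medium: DMEM plus 5-aza-dC sensitizer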
RAD54 branch: inhibitors of human RAD54 branch migration. 360,000 compounds, 0.14% hits. inhibition, % at 10.4 µM. RAD54 Holliday junction branch migration, FAM/BHQ fluorescence;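 active means mean normalized replicate activity at least 40 and at least half of replicates scoring 40 or more; inconclusive means only one of the two criteria met; inactive means mean below 40 and under half of replicates reaching 40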;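 further: 0% = median of neutral control wells and 100% = median of positive control wells; inhibitors cause a drop in the FAM fluorescence signal; in these data hits start at about 50%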
DENV2 CPE: protects cells from dengue virus 2 cytopathic effect. 350,000 compounds, 1.7% hits. AID 651640. DENV2-infected cells, cytopathic effect rescue, plate reader. CPE inhibition, % at 9.99 µM; in the data active means CPE inhibition above about 20%, passing the limit was not always enough; inconclusive means no clear call, values can overlap the other calls; tested in BHK-21 cells;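 further: 0% = median of neutral control wells and 100% = median of positive control wells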
E-sel inducer: induces E-selectin expression in human endothelial cells | activation, % at 7.58 µM | 260,000 compounds, 0.37% hits | P16581 | HUVEC E-selectin immunofluorescence imaging; normalized: neutral wells 0, TNF-alpha wells 100;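 active means mean E-selectin-positive cell signal at least 10% of the positive control, reached in at least 60% of replicates, without over 20% cell loss; inconclusive means no rule given, readout overlaps actives, possibly toxicity-flagged; inactive means the rest, including those meeting only one limit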;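 further: in these data hits start at about 27%; measured in HUVEC primary endothelial cells; signal is the percent of cells scored E-selectin positive by PE staining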
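Read-out: % PE-positive cells | Test system: HUVEC | Doses: One compound dose added by pin transfer | Buffer or medium: EGM-2 over gelatin coat | Signal: Immunofluorescence imaging | Benchmarks: TNF-alpha, DMSO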
Casp6 inh: caspase-6 (human) enzyme inhibition | purified caspase-6, Z-VEID-R110 cleavage fluorescence | inhibition, % at 12.5 µM | AID 686996 | 350,000 compounds, 0.53% hits | P55212;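 active means mean inhibition across replicates at least about 35%, with every replicate also reaching that limit, limit read from the data; inconclusive means only one of the two criteria met; inactive means neither criterion met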;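 further: 0% = median of neutral control wells and 100% = no fluorescence left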
Target sequence (P55212 24-179 limits assumed): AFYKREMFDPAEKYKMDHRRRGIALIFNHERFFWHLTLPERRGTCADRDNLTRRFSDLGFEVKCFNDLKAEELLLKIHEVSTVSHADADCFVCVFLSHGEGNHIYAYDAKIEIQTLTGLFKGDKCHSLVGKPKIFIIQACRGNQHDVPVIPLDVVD
Target sequence (P55212 194-293 limits assumed): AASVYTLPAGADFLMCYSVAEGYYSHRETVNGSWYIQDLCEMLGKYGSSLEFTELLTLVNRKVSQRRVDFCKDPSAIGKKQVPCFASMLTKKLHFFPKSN
The depositor's hits bear a star; & = joins results of further samples; ! = not active in a repeat. Compounds were not picked by outcome. Share with any hit: about 3.7%.

What do the screens show for `Nc1c(Cl)ncnc1NCc1ccccc1`?
RAD52 inh: -5; GSIS activator: -12; F508del corr: 2.9; XiGFP reactiv: 0.0; RAD54 branch: -19; DENV2 CPE: 2; Casp6 inh: -1

Results for O=C(COc1ccccc1F)NNC(=O)Cn1c(=O)cnc2ccccc21 ?
RAD52 inh: -1; GSIS activator: 6; F508del corr: -1.7; XiGFP reactiv: 0.0; RAD54 branch: -8; DENV2 CPE: 2; E-sel inducer: -1.1; Casp6 inh: 3

What do the screens show for `NC1=NC[C@H](Cc2ccccc2)N1CCCCC1CCCCC1`?
RAD52 inh: -82; GSIS activator: 470*; F508del corr: -1.3; XiGFP reactiv: 0.0; RAD54 branch: 26; DENV2 CPE: -10; Casp6 inh: 19

Results for Cc1nn(Cc2ccc(Cl)cc2)c(C)c1NC(=O)c1cc(C(C)C)on1 ?
RAD52 inh: -1; GSIS activator: -7; F508del corr: 0.4; XiGFP reactiv: 0.3; RAD54 branch: 14; DENV2 CPE: -3; Casp6 inh: -4

How did COc1ccc(-n2nc(C(=O)NCC(=O)NC(C)C)c3ccccc3c2=O)cc1Cl do in these assays?
RAD52 inh: -7; F508del corr: -1.6; XiGFP reactiv: 0.0; RAD54 branch: -6; DENV2 CPE: 4; E-sel inducer: 1.3; Casp6 inh: 6

How did COc1ccc(S(=O)(=O)N2CCCOC2CNC(=O)C(=O)NCCc2ccco2)cc1C (stereo not given) do in these assays?
RAD52 inh: -38; GSIS activator: -5; F508del corr: -3.5; XiGFP reactiv: -0.2; RAD54 branch: 1; DENV2 CPE: inconclusive; E-sel inducer: 0.5; Casp6 inh: 5

Results for OCC[C@H]1C[C@H](O)[C@@H](O)[C@]2(CCc3ccccc3CO2)O1 ?
RAD52 inh: -8; GSIS activator: 12; F508del corr: 0.0; XiGFP reactiv: -0.1; RAD54 branch: -5; DENV2 CPE: -9; E-sel inducer: 0.0; Casp6 inh: -2

Results for CCCCOCCCNC(=O)C[C@H]1C[C@@]2(C(=O)OC)C(=C[C@H](C(C)C)O[C@@H]2C2CC2)N(Cc2ccccc2)C1=O ?
RAD52 inh: 10; F508del corr: 2.2; XiGFP reactiv: 0.1; DENV2 CPE: 3; E-sel inducer: -0.2; Casp6 inh: 1

How did Oc1ccc(/C=N/Nc2nn3cnnc3c3ccccc23)cc1 do in these assays?
RAD52 inh: -4; GSIS activator: 10; F508del corr: -2.9; DENV2 CPE: -4; E-sel inducer: -0.2; Casp6 inh: -3

How did O=C(Nc1nccs1)c1ncc(Cl)c(Cl)c1Cl do in these assays?
RAD52 inh: -14; GSIS activator: 36; F508del corr: -1.4; XiGFP reactiv: -0.1; RAD54 branch: 5; DENV2 CPE: 8; E-sel inducer: -0.1; Casp6 inh: 3

What do the screens show for `CCCCN(C(=O)c1c(CC)noc1C)c1c(N)n(CCCC)c(=O)[nH]c1=O`?
RAD52 inh: -9; GSIS activator: -18; F508del corr: 4.4; XiGFP reactiv: -0.1; DENV2 CPE: 11; E-sel inducer: -0.7; Casp6 inh: -5

How did CCOC(=O)C(=Cc1c[nH]c2ccc(S(=O)(=O)N(C)C)cc12)C(=O)OCC do in these assays?
RAD52 inh: -17; GSIS activator: -31; F508del corr: -4.9; XiGFP reactiv: 0.0; RAD54 branch: 3; DENV2 CPE: 13; Casp6 inh: -2

What do the screens show for `COc1ccccc1C(=O)N1CCC2CCNC2C1` (stereo not given)?
RAD52 inh: 5; GSIS activator: 4; F508del corr: 1.5; XiGFP reactiv: 0.0; DENV2 CPE: 18; E-sel inducer: 1.7; Casp6 inh: -2

How did O=C(NC(Cc1ccccc1)C(=O)O)/C(=C/c1ccc(Br)cc1)NC(=O)c1ccc(Br)o1 (stereo not given) do in these assays?
RAD52 inh: -20; GSIS activator: 5; F508del corr: 2.6; XiGFP reactiv: 0.0; RAD54 branch: 7; DENV2 CPE: 3; Casp6 inh: 14

Results for CCc1ccc(N(C(=O)CNC(=O)c2ccco2)C(C(=O)NCC2CCCO2)c2ccccc2)cc1 (stereo not given) ?
RAD52 inh: -13; GSIS activator: -17; F508del corr: 0.6; XiGFP reactiv: 0.0; DENV2 CPE: -1; E-sel inducer: -0.9; Casp6 inh: 1

What do the screens show for `Cc1ccc(-n2nc3c(=O)n(CCCC(=O)NCc4ccccc4F)nc(C)c3c2C)cc1`?
RAD52 inh: -16; GSIS activator: -8; F508del corr: 5.1; XiGFP reactiv: 0.0; DENV2 CPE: -4; E-sel inducer: 0.5; Casp6 inh: -1

How did CC(=O)N1c2ccc(S(=O)(=O)N3CCC(C(=O)Nc4cccc(C)n4)CC3)cc2CC1C (stereo not given) do in these assays?
RAD52 inh: -13; GSIS activator: -26; F508del corr: -1.6; XiGFP reactiv: 0.0; RAD54 branch: 4; DENV2 CPE: -1; E-sel inducer: 0.0; Casp6 inh: 1

What do the screens show for `O=C(CNC(=O)c1ccccc1F)N/N=C/c1cccs1`?
RAD52 inh: -10; GSIS activator: 0; F508del corr: 2.1; XiGFP reactiv: 0.2; RAD54 branch: -6; DENV2 CPE: 17; Casp6 inh: 2

How did O=C(c1ccc2c(c1)OCO2)N1C[C@@H]2N[C@H](C1)C2c1ccc(-c2ccccc2F)cc1 (stereo not given in full) do in these assays?
GSIS activator: -10&-8; F508del corr: -2.7&0.1; XiGFP reactiv: 0.1&0.0; DENV2 CPE: 6&0; E-sel inducer: 0.0&0.0

Results for COc1ccc(-c2ccc(C3[C@@H]4CN(S(=O)(=O)c5ccccc5C)C[C@H]3N4)cc2)cc1 (stereo not given in full) ?
GSIS activator: 2&-8; F508del corr: -1.3&0.1; XiGFP reactiv: inconclusive; DENV2 CPE: 31*!; E-sel inducer: 0.1&-0.1

How did CCCCCCN1C[C@H](n2cc(C3CC3)nn2)[C@@H](O)C[C@@H]1c1ccc(OC)cc1 do in these assays?
RAD52 inh: -5; GSIS activator: -15; F508del corr: 3.1; XiGFP reactiv: 0.2; RAD54 branch: 10; DENV2 CPE: -6; E-sel inducer: 0.0; Casp6 inh: 9

What do the screens show for `COc1ccccc1-c1ccc2c(c1)O[C@H](CN(C)Cc1ccc3c(c1)OCO3)[C@H](C)CN([C@H](C)CO)S2(=O)=O`?
RAD52 inh: 21; GSIS activator: -32; F508del corr: -0.8; XiGFP reactiv: 0.0; RAD54 branch: -4; DENV2 CPE: -2; Casp6 inh: -2

Results for COc1ccc(C(C(=O)NC(C)(C)C)N(Cc2ccccc2)C(=O)CCC(=O)Nc2cc(C)on2)cc1 (stereo not given) ?
RAD52 inh: -28; GSIS activator: -17; F508del corr: -1.9; XiGFP reactiv: -0.1; DENV2 CPE: 5; Casp6 inh: 0

How did COc1cccc(NC(=O)NCCCCc2ccccc2)c1 do in these assays?
RAD52 inh: -12; GSIS activator: -42; F508del corr: 0.6; XiGFP reactiv: 0.2; RAD54 branch: 7; DENV2 CPE: 17; E-sel inducer: 0.3; Casp6 inh: -2

How did Cc1cc(COc2ccccc2)oc1C(=O)O do in these assays?
RAD52 inh: -5; GSIS activator: -2; F508del corr: -2.2; XiGFP reactiv: 0.0; RAD54 branch: 4; DENV2 CPE: 3; Casp6 inh: 0

How did CSc1ccccc1OCc1cc(C(=O)NC(C)CCn2cccn2)no1 (stereo not given) do in these assays?
RAD52 inh: -10; GSIS activator: -3; F508del corr: -0.5; XiGFP reactiv: 0.3; RAD54 branch: 10; DENV2 CPE: 0; E-sel inducer: 0.0; Casp6 inh: 3

Results for CC(=O)n1cc([C@H]2C=C(C(=O)N3CCN(Cc4ccccc4)CC3)O[C@@H](OCCCCO)C2)c2ccccc21 ?
RAD52 inh: -21; F508del corr: -1.0; RAD54 branch: -4; DENV2 CPE: 1; Casp6 inh: 1

What do the screens show for `COc1cccc(CNS(=O)(=O)c2c(C)nc3sccn3c2=O)c1`?
RAD52 inh: -16; GSIS activator: 14; F508del corr: -3.8; XiGFP reactiv: 0.2; RAD54 branch: 13; DENV2 CPE: 5; E-sel inducer: 0.1; Casp6 inh: 2

Results for CCOc1ccc(OCC(=O)OCC(=O)N(CC(C)C)c2c(N)n(Cc3ccccc3)c(=O)[nH]c2=O)cc1 ?
RAD52 inh: -3; GSIS activator: -3; F508del corr: -0.5; XiGFP reactiv: 0.1; RAD54 branch: -1; DENV2 CPE: 3; E-sel inducer: -0.2; Casp6 inh: -3

Results for Cc1cccc(C)c1NC(=O)c1cnccn1 ?
RAD52 inh: 5; GSIS activator: 7; F508del corr: -0.5; XiGFP reactiv: 0.0; RAD54 branch: 2; DENV2 CPE: -1; Casp6 inh: 0

Reprinted from the part before: three compounds, then new ones.
What do the screens show for `COc1cccc(CNS(=O)(=O)c2c(C)nc3sccn3c2=O)c1`?
RAD52 inh: -16; GSIS activator: 14; F508del corr: -3.8; XiGFP reactiv: 0.2; RAD54 branch: 13; DENV2 CPE: 5; E-sel inducer: 0.1; Casp6 inh: 2

Results for CCOc1ccc(OCC(=O)OCC(=O)N(CC(C)C)c2c(N)n(Cc3ccccc3)c(=O)[nH]c2=O)cc1 ?
RAD52 inh: -3; GSIS activator: -3; F508del corr: -0.5; XiGFP reactiv: 0.1; RAD54 branch: -1; DENV2 CPE: 3; E-sel inducer: -0.2; Casp6 inh: -3

Results for Cc1cccc(C)c1NC(=O)c1cnccn1 ?
RAD52 inh: 5; GSIS activator: 7; F508del corr: -0.5; XiGFP reactiv: 0.0; RAD54 branch: 2; DENV2 CPE: -1; Casp6 inh: 0

Results for CN(CC1CCN(CCc2cccc(C(F)(F)F)c2)CC1)C(=O)c1ccc(F)cc1 ?
RAD52 inh: -131; GSIS activator: -17; F508del corr: 0.7; XiGFP reactiv: 0.0; RAD54 branch: -1; DENV2 CPE: 6; E-sel inducer: -0.1; Casp6 inh: -4

Results for Cc1cc(C)n(-c2ccc(C(=O)OCC(=O)Nc3ccc(Cl)cc3[N+](=O)[O-])cc2)n1 ?
RAD52 inh: 0; GSIS activator: 12; F508del corr: -2.8; XiGFP reactiv: 0.2; DENV2 CPE: 2; Casp6 inh: -1

How did COC(=O)[C@@]12C[C@@H](CC(=O)N3CCOCC3)C(=O)N(Cc3ccc4c(c3)OCO4)C1=CCC(C)(C)C2 do in these assays?
RAD52 inh: 2; GSIS activator: -1; F508del corr: -3.2; XiGFP reactiv: 0.1; DENV2 CPE: 6; E-sel inducer: -0.1; Casp6 inh: 0

What do the screens show for `COc1ccc2c3c(n(C)c2c1)[C@H](CO)N(S(=O)(=O)c1ccc(C)cc1)CC31CCN(C(=O)c2ccccn2)CC1`?
RAD52 inh: 22; GSIS activator: -8; F508del corr: -0.6; XiGFP reactiv: 0.6; DENV2 CPE: -9; E-sel inducer: 0.1; Casp6 inh: 2

How did C[C@@H]1CCCCO[C@H](CN(C)C(=O)NC2CCCCC2)[C@@H](C)CN([C@H](C)CO)C(=O)c2cc(NC(=O)C3CCCCC3)ccc2O1 do in these assays?
RAD52 inh: -8; GSIS activator: -3; F508del corr: 3.0; XiGFP reactiv: 0.3; RAD54 branch: 3; DENV2 CPE: 8; E-sel inducer: -0.2; Casp6 inh: 6
